# High-throughput results from PubChem.
# Coupling enz = qHTS Assay for Inhibitors of Fructose-1,6-bisphosphate Aldolase from Giardia Lamblia: Coupling assay counterscreen; coupling enzyme system counterscreen, AmpLite Red fluorescence; activity change, negative = inhibition, % at 58.2 µM, hits read low; hit rate 0.67% among 290,000; in the data active means activity change below about -30%
#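 Activity here indicates interference with the coupling reaction, not aldolase inhibition. Compounds at 57.5 uM final met coupling enzymes for 10 min at RT; substrate and AmpLite Red detection followed, with a 525/598 nm fluorescence read after 20 min.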
# hERG WT inh = qHTS for Inhibitors of KCHN2 3.1: Wildtype qHTS | AID 720551, 2013 | U2OS, BacMam KCNH2, thallium flux FluxOr; hits give low values | hit rate 0.37% among 340,000 | Voltage-gated inwardly rectifying potassium channel KCNH2 (Homo sapiens), Q12809 | activity change, % at 1.84 µM;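 active means maximum activity change below -70%; inconclusive means maximum activity change between -70% and -50%; inactive means maximum activity change above -50%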
#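 U2OS cells transduced with wild-type KCNH2 virus are loaded with FluxOr dye for 45 min, and thallium flux is measured in kinetic reads before and after stimulation buffer. Rate constants are normalized to DMSO controls.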
# uPA generation = qHTS for Inhibitors of Cell Surface uPA Generation. cell surface uPA generation assay, qHTS. Potency, µM (titrated, usually from 38.3 µM), for the others: top-dose activity change, negative = inhibition, actives largely listed as inhibitors. hit rate 0.31% among 330,000. AID 540303, 2011; active means well fitted inhibition curve with a large enough effect; inconclusive means small, poorly fitted or top-dose-only effect; inactive means no such curve, though single readings can be large or run the other way; tested in mouse RAW 264.7 cells; further: potency means the concentration at half of the fitted maximal effect; nearly all actives have a fitted effect of over 55% in size
# BCR signal inh = qHTS Assay to Find Inhibitors of Chronic Active B-Cell Receptor Signaling. ABC-DLBCL IkBa-CBG/CBR reporter, luminescence ratio, 4 h. Potency, µM (series often up to 46.1 µM), for inactives: at the top dose ratio change, negative = lower green/red ratio, most hits filed as inhibitors. hit rate 0.05% among 340,000. AID 493014, 2011; active means well fitted inhibition curve with a large enough effect in the signal ratio, with a control signal flat, not every such curve was filed as active; inconclusive means small, poorly fitted or top-dose-only effect, or effect the other way, or a change in a side signal; the % refers to the signal ratio;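 further: potency means the concentration at half of the fitted maximal effect; plate controls were basal doxycycline-induced cells for no effect and cells given 10 µM MG132 for full effect; MG132 reads +100%, hits lower the ratio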
#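 Concentration-response series (up to 46 uM) were applied to TMD8 dual-reporter cells for 4 h at 37C with doxycycline. Green/red ratio, after filter-overlap correction, defined %Activity; red signal alone was normalised to basal cells and zero luminescence.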
# B2AR arrestin = qHTS assay of beta-arrestin-biased ligands of beta2-adrenergic receptor; Beta-2 adrenergic receptor (Homo sapiens), P07550; beta-arrestin recruitment to beta2AR, cell-based reporter; Potency, µM (doses to about 46.1 µM), without a hit: top-dose activation, usual class: activators; hit rate 0.02% among 330,000; AID 492947, 2010;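 further: potency means the concentration at half of the fitted maximal effect; 0% = DMSO controls and full agonism = EC100 isoproterenol or metaproterenol; nearly all actives have a fitted effect of over 65% in size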
# Target sequence (P07550 whole entry, looked up): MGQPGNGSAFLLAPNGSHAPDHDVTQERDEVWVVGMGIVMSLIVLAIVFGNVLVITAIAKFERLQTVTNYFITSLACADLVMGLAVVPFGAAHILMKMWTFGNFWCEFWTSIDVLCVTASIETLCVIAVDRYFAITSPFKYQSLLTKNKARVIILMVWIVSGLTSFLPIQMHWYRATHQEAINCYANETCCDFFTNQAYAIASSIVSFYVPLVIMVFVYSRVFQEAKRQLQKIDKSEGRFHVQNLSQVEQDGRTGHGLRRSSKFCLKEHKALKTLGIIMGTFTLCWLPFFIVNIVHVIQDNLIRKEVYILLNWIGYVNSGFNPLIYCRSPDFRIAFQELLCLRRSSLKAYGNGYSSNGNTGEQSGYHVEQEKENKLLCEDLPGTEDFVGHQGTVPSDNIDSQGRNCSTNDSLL
# Eya2 inh = qHTS Assay for Inhibitors of the Phosphatase Activity of Eya2; Potency, µM (series often up to 76.9 µM), inactives show at the highest dose activity, negative = inhibition, hits mostly inhibitors; recombinant Eya2, OMFP fluorescence dephosphorylation (OMFP is methylfluorescein phosphate); hit rate 0.006% among 330,000; Protein phosphatase EYA2 (Homo sapiens), O00167; further: potency means the concentration at half of the fitted maximal effect
#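 Eya2 (0.2 uM) preincubated 10 min at ambient with compound, then OMFP substrate added at 50 uM; 10 min reaction in 50 mM HEPES pH 7.5, 50 mM NaCl, 5 uM MgCl2, 0.05% BSA, 1 mM DTT. Fluorescence read at Ex 485/Em 525 nm.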
# GALK inhibitor = qHTS Assay for Inhibitors of Human Galactokinase (GALK) | Purified GALK, Kinase-Glo residual ATP luminescence | Potency, µM (series often up to 57.5 µM), inactives show at the top dose activity change, negative = inhibition, most hits filed as inhibitors | hit rate 0.007% among 270,000 | AID 1868, 2009; further: potency means the concentration at half of the fitted maximal effect
# Target sequence (P51570 whole entry, looked up): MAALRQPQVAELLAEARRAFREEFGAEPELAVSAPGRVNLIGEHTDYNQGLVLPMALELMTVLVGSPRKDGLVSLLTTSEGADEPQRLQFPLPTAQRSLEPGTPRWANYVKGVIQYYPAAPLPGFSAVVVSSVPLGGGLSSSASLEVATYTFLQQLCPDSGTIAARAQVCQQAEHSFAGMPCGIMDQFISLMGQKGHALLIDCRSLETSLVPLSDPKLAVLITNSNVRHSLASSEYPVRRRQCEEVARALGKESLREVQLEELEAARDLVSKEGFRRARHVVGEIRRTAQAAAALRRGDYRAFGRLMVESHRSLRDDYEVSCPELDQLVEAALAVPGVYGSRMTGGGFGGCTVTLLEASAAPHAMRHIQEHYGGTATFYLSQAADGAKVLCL
#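 Compounds were pin-transferred into ATP buffer (35 uM final), then GALK plus galactose (5 nM, 100 uM final) was added. After 1 h at room temperature, Kinase-Glo Plus was added and luminescence read after 10 min.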
# USP2a inh = qHTS Assay for Inhibitors of Ubiquitin-specific Protease USP2a Using CHOP2 as the Reporter; USP2 core, Ub-CHOP2 coupled fluorogenic reporter, 485/531; Potency, µM (doses to about 38.3 µM), for the others: at the top dose activity change, negative = inhibition, most hits filed as inhibitors; hit rate 0.01% among 330,000; AID 463254, 2010;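 further: potency means the concentration at half of the fitted maximal effect; plate controls were DMSO wells for no effect and full inhibition by NEM control for full effect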
#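 Deubiquitinase activity read as fluorescence (485/531 nm) after Ub-CHOP2 cleavage activates the enterokinase reporter on its substrate; USP2 core 10nM, Ub-CHOP2 and substrate 25nM each, 30min compound preincubation then 60min RT; data normalized to NEM, curves fitted.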
# KCNH2 3.1 inh = qHTS for Inhibitors of KCHN2 3.1: Mutant qHTS | Potassium voltage-gated channel subfamily H member 2, brain isoform KCNH2 3.1 (human) | U2OS KCNH2 3.1, thallium flux FluxOr; hits give low values | activity change, % (tested at about 1.8 µM) | hit rate 0.95% among 340,000 | AID 720553, 2013;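 active means maximum activity change below -70%; inconclusive means maximum activity change from -70% to -50%; inactive means maximum activity change above -50%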;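 further: thallium influx rate constant from kinetic fluorescence after stimulation buffer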
#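 We transduce U2OS cells with the mutant 3.1 virus, culture them overnight, load FluxOr with Red40 quencher for 45 min, then add stimulation buffer and read kinetically for 2 min to derive a normalized rate constant.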
# PKM2 act = qHTS Assay for Activators of Human Muscle isoform 2 Pyruvate Kinase; Pyruvate kinase PKM (Homo sapiens), P14618; purified PKM2, Kinase-Glo ATP luminescence, activation; response scale: 0% is enzyme alone, no compound; Potency, µM (series often up to 57.5 µM), for inactives: at the highest dose activation, most hits filed as activators; hit rate 0.34% among 260,000; further: potency means the concentration at half of the fitted maximal effect; nearly all actives have a fitted effect of over 55% in size
#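 Kinase-Glo luminescence reports ATP generated from ADP (0.1 mM) and PEP (0.5 mM) by purified hPK-M2 after 1 h at room temperature, pH 7.2 imidazole buffer; intermediate enzyme activity allows detecting inhibitors and activators.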
# Giardia killer = Small Molecules that selectively kill Giardia lamblia: qHTS; hit rate 0.15% among 340,000; activity change, % at 7.66 µM, hits read low; AID 540267, 2011; Giardia lamblia trophozoite viability; in the data active means activity change below about -80%; inconclusive means between about -30% and that limit;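 further: parasites exposed to compound for two days anaerobically before the ATP read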
#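 Luminescence from cellular ATP indicates surviving trophozoites (100 cells/well) following 48 hrs anaerobic compound treatment at 37 deg C; signal develops 15-30 min at room temperature.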
# Starred values were filed as active, the others as inactive; ? = inconclusive; . = no result given; [ ] = another dose, or the depositor's remark. Unless noted, the call rests on the fitted dose curve; in most records, active means well fitted curve in the direction sought with a large enough effect; inconclusive means small, poorly fitted or top-dose-only effect, or another doubt; inactive means no such curve, though single readings can be large; an effect the other way counts as inactive or inconclusive. Unless noted, on the % scale 0 is the no-effect control and ±100 the full control effect.
SMILES,Coupling enz,hERG WT inh,uPA generation,BCR signal inh,B2AR arrestin,Eya2 inh,GALK inhibitor,USP2a inh,KCNH2 3.1 inh,PKM2 act,Giardia killer
COC(=O)c1cc(C(=O)OCC(=O)Nc2cc(C)on2)cc([N+](=O)[O-])c1,0,4,-3%,-8%,-0.1%,?,0%,1%,1,-2%,-9
CCCCc1c(C)nc(N2CCCC2)[nH]c1=O,6,7,4%,-4%,-0.5%,-15%,4%,0%,-21,-12%,7
CCN(CC)c1ccc(NC(=O)CCc2nnc3ccc(N4CCCCC4)nn23)c(C)c1,-1,-1,-3%,9%,0.2%,-1%,.,-3%,5,0%,3
Cc1cc(C)cc(OCC(=O)NC2=NCCS2)c1,1,-3,2%,?,0.0%,6%,-2%,0%,13,10%,-11
Cc1onc(-c2ccccc2)c1C(=O)N/N=C/c1ccc([N+](=O)[O-])c(O)c1,.,-9,2%,2%,-0.3%,0%,-6%,2%,14,0%,?
N#CCSc1nnc(Nc2ccccc2)s1,0,13,.,0%,0.0%,-4%,-3%,2%,-7,-3%,-16
S=c1[nH]nc(-c2cccnc2)n1Cc1ccccc1,6,19,2%,2%,0.2%,-6%,0%,-1%,3,-18%,6
O=C(CSc1nnc(-c2ccco2)o1)NCCc1ccccc1,.,-4,-7%,2%,-2.0%,19%,.,1%,2,.,2
O=C(Cc1c[nH]c2ccccc12)NCC(=O)Nc1ccc(F)c(F)c1F,.,-1,6%,?,0.1%,-6%,.,0%,-2,.,19
COCCn1c(-c2ccc(OC)cc2)nc2oc3cc(OC)ccc3c(=O)c2c1=O,5,9,.,-1%,-0.1%,2%,0%,-1%,10,1%,-11
O=C(Nc1ccccc1)/C(=C/c1cccc(Br)c1)NC(=O)c1ccco1,10,1,-2%,?,9.6%,-1%,0%,1%,15,-13%,6
CCOC(=O)C1=C(O)/C(=C/c2ccc(OCC(=O)O)c(OC)c2)SC1=Nc1ccc(OCC)cc1,1,-2,3%,8%,-2.0%,-12%,0%,-6%,2,-17%,-7
CCc1ccc(NC(=S)NC2CC3CCC(C2)N3Cc2ccco2)cc1 (stereo not given),4,83,-2%,-3%,-0.1%,10%,0%,-1%,-24,1%,2
COc1ccc(CNC(=O)CSc2nc(SC)ns2)cc1,0,-7,11%,-17%,0.4%,-11%,-1%,-9%,7,0%,-6
O=C(Cc1ccccc1)Nc1ccc(CN2CCOCC2)cc1,-3,-3,23%,?,0.4%,6%,2%,0%,23,8%,2
O=C(COC(=O)c1ccncc1)Nc1cccc2ccccc12,.,2,7%,0%,0.0%,-21%,.,7%,-10,.,-1
O=S(=O)(c1cnc[nH]1)N1CCN(c2ccccc2)CC1,3,-5,-8%,0%,-0.2%,-1%,4%,2%,9,-11%,4
CCOc1ccc(CNc2ncc(-c3ccccc3)n2C)cc1,2,1,4%,-5%,-1.2%,6%,2%,0%,10,6%,-7
COc1cccc(C(=O)Nc2cc([N+](=O)[O-])ccc2N2CCN(C)CC2)c1,0,29,.,-15%,-0.4%,14%,2%,0%,?,-8%,3
CN(Cc1ccccc1F)C(=O)C1CCCN(C(=O)c2ccc(Cl)cc2)C1 (stereo not given),.,-6,-4%,0%,0.3%,15%,.,0%,-1,.,-6
Cc1nc(SCC(=O)Nc2ccc(CN3CCCC3)cc2)c2c(C)c(C)sc2n1,.,-3,-7%,-14%,-0.8%,-5%,.,2%,-11,.,-14
CC(C)c1nnc(NC(=O)Cc2cccs2)s1,1,30,8%,-6%,-0.9%,-10%,-1%,2%,9,4%,15
CCOC(=O)c1c(NC(=O)CN2C(=O)NC3(CCCCC3C)C2=O)sc(C(=O)N(C)C)c1C (stereo not given),.,3,-6%,?,-0.1%,-21%,.,0%,16,.,30
O=C(CNC(=O)Cc1ccccc1)NCC(=O)OCc1ccccc1,-2,4,-5%,?,-0.2%,2%,2%,-6%,-24,0%,21
Cc1nn(CC(C)C)c(=S)[nH]c1=O,-1,30,1%,2%,-0.7%,6%,-1%,1%,7,13%,3
# (continued)
SMILES,Coupling enz,hERG WT inh,uPA generation,BCR signal inh,B2AR arrestin,Eya2 inh,GALK inhibitor,USP2a inh,KCNH2 3.1 inh,PKM2 act,Giardia killer
COc1ccccc1Oc1ncnc2c1cnn2-c1ccccc1,1,-4,0%,-1%,-1.1%,-3%,2%,1%,-6,1%,-4
Cc1cc(C)cc(C(=O)Nc2ccc(NC(=O)Cc3ccccc3)cc2)c1,2,-10,12%,0%,-0.1%,8%,10%,3%,16,-1%,8
O=C(Nc1cccc(C(F)(F)F)c1)c1cccc(NS(=O)(=O)c2ccc(Br)c(C(=O)O)c2)c1,10,5,-2%,4%,0.1%,19%,-1%,2%,7,21%,0
CCOC(=O)c1c(C(=O)OCC)c(C)n(N2C(=O)CSC2=S)c1C,18,-1,0%,1%,-0.4%,-10%,2%,1%,9,-2%,-23
COc1cccc(S(=O)(=O)Nc2ccc(C(=O)Nc3ccncc3)cc2)c1,0,6,-5%,0%,-1.1%,3%,4%,1%,6,1%,-2
COc1ccc(C)cc1NC(=O)CN1CCCN(S(=O)(=O)c2ccc(Br)cc2)CC1,-3,15,-3%,-3%,-0.3%,-3%,8%,-5%,?,-7%,6
COc1ccc(CNC(=O)C2CCCN2S(=O)(=O)c2ccccc2)cc1 (stereo not given),2,6,14%,2%,-0.5%,-5%[15.4 µM],0%,-2%,9,0%,26
C#CCOCCOCCOCCNc1nc(N2CCN(C(=O)[C@H](CCC(=O)O)n3cc(C(N)CO)nn3)CC2)nc(N2CCN(C(=O)[C@H](CCCCN)n3cc(C(N)[C@H](C)CC)nn3)CC2)n1 (stereo not given in full),5,.,.,5%,-0.1%,-3%,-2%,-3%,.,7%,.
CCCN(CC(=O)Nc1ccc(C)cc1Br)CC(=O)Nc1ccc(F)c(F)c1F,-7,-15,-5%,-11%,-0.8%,-16%,0%,-6%,4,-14%,3
CN(C)c1cccc(C(=O)OCC(=O)N(Cc2ccccc2)C2CCS(=O)(=O)C2)c1 (stereo not given),5,-2,-2%,0%,0.1%,?,-3%,-1%,-4,2%,6
CCC(NC(=O)c1cc(COc2cncc(Cl)c2)on1)c1ccc(C)cc1 (stereo not given),.,-7,6%,0%,-0.6%,3%,2%,1%,-10,1%,4
CCOC(=O)C1=C(c2ccccc2)OC(N)=C(C#N)C1C1CCCCC1 (stereo not given),-2,1,2%,?,0.3%,-8%,-4%,-3%,-3,-1%,-7
COc1ccc(CNS(=O)(=O)c2c(C(=O)N3CCCCC3)c(C)n(C)c2C)cc1,1,?,4%,?,-0.1%,0%,0%,2%,17,.,5
CCc1ccc(NCc2cc3c(C)nn(-c4ccccc4)c3[nH]c2=O)cc1,2,7,-26%,?,-0.3%,1%,3%,-10%,-4,-3%,-14
O=C(CCNC(=O)c1ccc([N+](=O)[O-])cc1)N/N=C/c1ccc(F)cc1,0,-6,-18%,2%,-0.3%,7%,-1%,4%,-27,-2%,-12
Cc1ccc(C(=O)NC(=S)NNC(=O)COc2ccc([N+](=O)[O-])cc2)cc1,3,-7,12%,14%,0.4%,-9%,-2%,-3%,3,0%,-16
COc1ccccc1NC(=O)COC(=O)c1cc(C)oc1C,.,-3,-1%,-7%,0.1%,-29%,.,0%,13,.,0
CCN1CCN(CC(=O)N2N=C(c3cccs3)CC2c2ccc(F)cc2)C(=O)C1=O (stereo not given),1,11,-3%,?,-0.8%,-6%,-1%,3%,5,-1%,2
CCCCCCOc1ccc(C(=O)NCCCn2ccnc2)cc1,3,8,1%,?,0.1%,-15%,1%,2%,-1,-4%,2
Cc1cccc(C)c1OCc1n[nH]c(=S)n1N,1,.,14%,0%,-0.1%,4%,10%,2%,-10,-3%,2
CCOc1ccc(-n2c(-c3ccccc3)c[nH]c2=S)cc1,5,-4,2%,13%,4.6%,-2%,-1%,2%,-7,3%,-9
O=C(Nc1ccc(O)c(C(=O)O)c1)c1cccc(NC(=O)c2ccco2)c1,0,-11,-3%,?,-0.7%,12%,1%,-1%,9,-12%,-15
CC(=O)Nc1ccc(C(=O)NN2C(=O)c3ccccc3C2=O)cc1,-2,-2,-1%,?,-0.1%,9%,-1%,7%,1,0%,-17
